# Screens deposited in PubChem BioAssay by National Center for Advancing Translational Sciences (NCATS).
# Coupling enz: inhibits coupling enzyme system, counter-screen for aldolase hits; 0.67% of 290,000 active; AID 2472; activity change, negative = inhibition, % at 58.2 µM, hits read low; coupling enzyme system counterscreen, AmpLite Red fluorescence; in the data active means activity change below about -30%; further: on the % scale 0 is the no-effect control and ±100 the full control effect
#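 Counterscreen lacking aldolase: glyceraldehyde-3-phosphate coupling-enzyme reagent preincubated 10 min at RT with compound (at 57.5 uM final), then substrate/coupling system with AmpLite Red added; fluorescence read at 525/598 nm after 20 min RT.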
# GALK inh: galactokinase (human) inhibition. AID 1868. 0.007% of 270,000 active. Purified GALK, Kinase-Glo residual ATP luminescence. Potency, µM (top dose mostly 57.5 µM), without a hit: at the highest dose activity change, negative = inhibition, usual class: inhibitors. P51570; further: potency means the concentration at half of the fitted maximal effect; on the % scale 0 is the no-effect control and ±100 the full control effect
#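 Human GALK (5 nM) with 35 uM ATP and 100 uM galactose in 20 mM HEPES pH 8.0, 5 mM MgCl2, 60 mM NaCl, 1 mM DTT, 0.01% BSA. After 1 h at room temperature, leftover ATP was read by Kinase-Glo Plus luminescence.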
# KCNH2 3.1 inh: blocks the human KCNH2 3.1 channel isoform. U2OS KCNH2 3.1, thallium flux FluxOr; active compounds read low. activity change, % (tested at about 1.8 µM). 0.95% of 340,000 active. AID 720553;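 active means maximum activity change below -70%; inconclusive means maximum activity change from -70% to -50%; inactive means maximum activity change above -50%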;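 further: thallium influx rate constant from kinetic fluorescence after stimulation buffer; on the % scale 0 is the no-effect control and ±100 the full control effect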
#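 Virally transduced U2OS (3.1 isoform, 4 h infection in dark at RT) → overnight 37 C → FluxOr + Red40 in HBSS/HEPES, 45 min → stimulation buffer, 2 min kinetic read → rate constant vs DMSO controls.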
# PKM2 activator: activators of human pyruvate kinase M2; P14618; purified PKM2, Kinase-Glo ATP luminescence, activation; response scale: 0% is enzyme alone, no compound; Potency, µM (doses to about 57.5 µM), without a hit: at the highest dose activation, most hits filed as activators; 0.34% of 260,000 active; AID 1631; further: potency means the concentration at half of the fitted maximal effect; on the % scale 0 is the no-effect control and ±100 the full control effect; nearly all actives have a fitted effect of over 55% in size
#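 hPK-M2, >95% pure; 0.1 mM ADP / 0.5 mM PEP final; imidazole pH7.2 buffer w/ 7 mM MgCl2, 50 mM KCl; 1 h RT; Kinase-Glo lum. Intermediate enzyme activity for dual inhibitor/activator qHTS.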
# KCNH2 WT inh: inhibitors of human wildtype KCNH2 potassium channel; activity change, % at 1.84 µM; Q12809; 0.37% of 340,000 active; AID 720551; U2OS, BacMam KCNH2, thallium flux FluxOr; active compounds read low;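 active means maximum activity change below -70%; inconclusive means maximum activity change between -70% and -50%; inactive means maximum activity change above -50%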; further: on the % scale 0 is the no-effect control and ±100 the full control effect
#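 U2OS cells were transduced with wild-type KCNH2 virus (2.03 x 10^8 / mL) for 4 h at room temperature, then cultured overnight at 37 C. Thallium flux was read with FluxOr dye. Rate constants were normalized to DMSO controls.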
# USP2a inh: inhibitors of human ubiquitin-specific protease USP2a | Potency, µM (highest dose often 38.3 µM), for the others: top-dose activity change, negative = inhibition, actives largely listed as inhibitors | USP2 core, Ub-CHOP2 coupled fluorogenic reporter, 485/531 | AID 463254 | 0.01% of 330,000 active | O75604;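 further: potency means the concentration at half of the fitted maximal effect; plate controls were DMSO wells for no effect and full inhibition by NEM control for full effect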
# Target sequence (O75604 whole entry, looked up): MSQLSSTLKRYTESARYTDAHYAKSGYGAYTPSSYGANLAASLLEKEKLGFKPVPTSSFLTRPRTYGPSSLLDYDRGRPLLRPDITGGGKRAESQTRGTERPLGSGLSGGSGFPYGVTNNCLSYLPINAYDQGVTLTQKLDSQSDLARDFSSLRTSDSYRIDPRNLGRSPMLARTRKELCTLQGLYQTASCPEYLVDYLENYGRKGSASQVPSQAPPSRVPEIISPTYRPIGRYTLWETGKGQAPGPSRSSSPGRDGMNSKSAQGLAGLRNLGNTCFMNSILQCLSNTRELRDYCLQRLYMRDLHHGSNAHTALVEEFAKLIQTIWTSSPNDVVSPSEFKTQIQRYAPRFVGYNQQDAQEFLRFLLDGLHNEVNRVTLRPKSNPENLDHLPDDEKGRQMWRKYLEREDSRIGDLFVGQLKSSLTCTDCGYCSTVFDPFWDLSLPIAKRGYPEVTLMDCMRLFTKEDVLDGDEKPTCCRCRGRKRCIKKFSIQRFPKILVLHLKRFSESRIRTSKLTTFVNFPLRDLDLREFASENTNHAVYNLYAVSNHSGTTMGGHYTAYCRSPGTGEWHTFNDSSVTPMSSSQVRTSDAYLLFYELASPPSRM
#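 Deubiquitinase activity read as fluorescence (485/531 nm) after Ub-CHOP2 cleavage activates the enterokinase reporter on its substrate; USP2 core 10nM, Ub-CHOP2 and substrate 25nM each, 30min compound preincubation then 60min RT; data normalized to NEM, curves fitted.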
# TRPV1 agonist: activates the human vanilloid receptor TRPV1; Q8NER1; 0.19% of 320,000 active; TRPV1-expressing cells, Fluo-8 calcium influx, agonist mode; activation, % at 8.33 µM; in the data active means activation above about 80%; inconclusive means between about 30% and that limit; further: 0% is about no effect
#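 Fluo-8 calcium influx in TRPV1-expressing cells, kinetic read (ex 480/em 520 nm). Compound added and read 3 min for agonist activity, followed by capsaicin at EC20 final and 2 min further read for enhancement.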
# B2AR arrestin: agonists driving beta-arrestin recruitment to human beta2-adrenergic receptor; beta-arrestin recruitment to beta2AR, cell-based reporter; Potency, µM (top dose mostly 46.1 µM), inactives show at the highest dose activation, most hits filed as activators; 0.02% of 330,000 active; AID 492947;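 further: potency means the concentration at half of the fitted maximal effect; 0% = DMSO controls and full agonism = EC100 isoproterenol or metaproterenol; nearly all actives have a fitted effect of over 65% in size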
# Target sequence (P07550 whole entry, looked up): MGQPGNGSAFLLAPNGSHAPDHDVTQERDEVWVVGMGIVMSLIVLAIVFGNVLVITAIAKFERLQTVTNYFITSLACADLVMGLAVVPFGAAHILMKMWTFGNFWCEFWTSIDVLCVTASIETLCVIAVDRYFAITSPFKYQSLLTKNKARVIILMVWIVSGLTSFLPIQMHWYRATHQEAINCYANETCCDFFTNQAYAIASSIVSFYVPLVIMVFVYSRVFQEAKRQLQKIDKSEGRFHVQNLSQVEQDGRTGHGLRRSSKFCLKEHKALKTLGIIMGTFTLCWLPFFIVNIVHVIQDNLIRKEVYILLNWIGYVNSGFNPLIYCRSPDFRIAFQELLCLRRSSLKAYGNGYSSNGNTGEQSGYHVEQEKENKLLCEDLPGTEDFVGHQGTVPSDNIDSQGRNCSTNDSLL
# Menin-MLL TR inh: menin-MLL binding inhibition, Texas Red mutant peptide; 0.23% of 270,000 active; Menin + Texas Red MLL mutant peptide, fluorescence polarization; Potency, µM (top dose mostly 61.6 µM), inactives show at the highest dose FP activity change, negative = inhibition, actives largely listed as inhibitors; O00255; active means well fitted inhibition curve with a large enough effect in the polarisation, with a control signal flat, not every such curve was filed as active; inconclusive means small, poorly fitted or top-dose-only effect, or effect the other way, or a change in a side signal; inactive means no such curve, though single readings can be large or run the other way; the % refers to the polarisation; further: potency means the concentration at half of the fitted maximal effect; % of control where 0% means no effect; many of its hits are not listed in these tables
# MLL CXXC-DNA inh: MLL CXXC-DNA interaction inhibition; Q03164; MLL-CXXC / FITC-HOXA9 DNA fluorescence polarization; Potency, µM (doses to about 115 µM), without a hit: top-dose activity change, negative = inhibition, most hits filed as inhibitors; 0.037% of 290,000 active; active means well fitted inhibition curve with a large enough effect in the polarisation, with a control signal flat, not every such curve was filed as active; inconclusive means small, poorly fitted or top-dose-only effect, or effect the other way, or a change in a side signal; inactive means no such curve, though single readings can be large or run the other way; the % refers to the polarisation; further: potency means the concentration at half of the fitted maximal effect
#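 Purified MLL-CXXC (added from a 7 uM solution) was preincubated 5 min at ambient with pinned compounds in 50 mM Tris-HCl pH 7.5, 50 mM NaCl, 1 mM DTT, 0.05% BSA. Fluorescein-labeled HOX-A9 DNA (50 nM solution) followed, 30 min, then polarization read.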
# Giardia killer: Giardia lamblia killing; Giardia lamblia trophozoite viability; activity change, % at 7.66 µM, hits read low; 0.15% of 340,000 active; in the data active means activity change below about -80%; inconclusive means between about -30% and that limit;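 further: parasites exposed to compound for two days anaerobically before the ATP read; on the % scale 0 is the no-effect control and ±100 the full control effect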
#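 Luminescence from cellular ATP indicates surviving trophozoites (100 cells/well) following 48 hrs anaerobic compound treatment at 37 deg C; signal develops 15-30 min at room temperature.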
# * marks the source's active call; other numbers are inactive results; ? = inconclusive; / = no result given; [ ] = dose if it differs, or a comment. Unless noted, the call rests on the fitted dose curve; in most records, active means well fitted curve in the direction sought with a large enough effect; inconclusive means small, poorly fitted or top-dose-only effect, or another doubt; inactive means no such curve, though single readings can be large; an effect the other way counts as inactive or inconclusive. These rows are one share of the data, so the mix of outcomes need not match the whole.
SMILES,Coupling enz,GALK inh,KCNH2 3.1 inh,PKM2 activator,KCNH2 WT inh,USP2a inh,TRPV1 agonist,B2AR arrestin,Menin-MLL TR inh,MLL CXXC-DNA inh,Giardia killer
C/C(=N\Nc1ccc(S(=O)(=O)Nc2ccccc2)cc1[N+](=O)[O-])c1ccc(N2CCOCC2)cc1,-1,7%,7,-1%,9,3%,1,0.1%,?,-3%,-18
c1ccc(-c2nc(-c3ccc(-c4ccon4)s3)no2)cc1,2,3%,-11,-1%,7,3%,3,6.1%,/,15%,-5
CCc1ccc(CN2CCC(C(=O)Nc3ccc(Oc4ccccc4)nc3)CC2)o1,1,-8%,-9,/,36,3%,-6,-0.1%,-24%,21%,-5
Cc1csc(Nc2ccccc2)[n+]1C,2,-1%,1,-7%,1,-1%,-1,-0.3%,-1%,-3%,?
CCN(CC)S(=O)(=O)c1ccc(OCC(=O)NCc2ccco2)cc1,4,-2%,-13,?,3,1%,-3,0.2%,/,-4%,8
COc1ccccc1OCC(=O)NCC1CCCN(C(=O)c2ccccc2SC)C1 (stereo not given),0,4%,6,/,4,-2%,3,0.4%,-25%,4%,-24
Fc1ccc2nc(N3CCOCC3)sc2c1,0,1%,-13,-9%,-5,0%,2,-0.4%,-2%,3%,-4
CC(C)(C)C(=O)Nc1cccc(-c2cc(-c3c(Cl)cccc3Cl)no2)c1,-8,2%,-3,-10%,-1,-4%,24,0.6%,/,-16%,-8
COC(=O)CC1C(=O)NCCN1C(=O)c1ccc(Cl)cc1 (stereo not given),4,7%,1,3%,1,4%,3,-1.0%,-2%,17%,35[activator]
COc1ccc(C(=O)N/N=C(/C)c2ccc(N3CCCCC3)cc2)cc1,3,3%,-6,1%,0,2%,29,10.0%,16%,8%,-14
COc1ccc2[nH]c3c(=O)n(CCc4ccccc4)cnc3c2c1,4,0%,0,-1%,-1,4%,2,6.0%,/,7%,11
O=C(CN1CCCC1)Nc1ccc(NC(=O)Nc2ccccc2Cl)cc1,2,-4%,6,0%,15,-1%,15,-0.3%,7%,10%,14
Clc1cccc(Cl)c1-c1noc(-c2ccno2)n1,2,1%,47,0%,0,-1%,4,-0.6%,/,-4%,-5
O=C(Nc1ccc(Cl)cc1)NC1CCCc2ccccc21 (stereo not given),-1,4%,?,-4%,-13,-1%,?,0.4%,-19%,-2%,6
CCCCCCCCCCCCOC(=O)C[N+](C)(C)C,4,4%,20,-7%,6,0%,-2,-1.0%,/,2%,6
COc1ccc(N2CCCC2)c(NC(=O)c2ccc(Br)o2)c1,-5,-1%,0,5%,5,3%,4,-0.1%,9%,37%[activator],-10
c1cnc(N2CCN(c3cnccn3)CC2)nc1,9,-2%,6,0%,-3,2%,-5,-0.1%,-8%,3%,-8
COc1cccc(C(=O)Nc2ccccc2-c2ccccc2)c1,/,/,14,/,-4,-1%,23,0.0%,/,/,-23
Cc1ccc(S(=O)(=O)N2CCCCC2)cc1NC(=O)Cn1c(=O)cnc2ccccc21,5,-3%,-11,1%,3,-2%,-5,-0.3%,-1%,6%,1
Cc1ccccc1NC(=O)CSc1nnc(Cc2ccccc2)c(=O)n1N,/,/,-2,/,2,-2%,-2,-0.1%,/,/,4
CC(=O)Nc1ccc(OC(=O)c2cccs2)cc1,-1,-1%,-93*,-7%,-7,0%,3,-0.9%,6%,135%[activator],10
CCCN(CC(=O)Nc1ccccc1C)C(=O)c1ccc(=O)n(Cc2ccccc2)n1,/,/,-1,/,1,5%,6,-0.4%,/,/,5
Cc1ccc(C)c(Cn2nnc3c(=O)[nH]c(C4CCCN(C(=O)C5CCCCC5)C4)nc32)c1 (stereo not given),4,0%,-21,2%,-2,-5%,14,0.2%,2%,0%,-24
CCN(CC(=O)Nc1c(F)cccc1F)C(=O)c1cc2c(cc1Cl)N1CCCCCC1=NS2(=O)=O,/,/,17,/,-7,0%,-4,-3.4%,/,/,1
O=C1CCC2(CC1)NC(=O)N(c1ccccc1)N2,3,0%,32,5%,1,-1%,-2,0.0%,-9%,6%,33[activator]
COC(=O)C1=C(C)NC(=O)CC1c1ccc(F)c(Br)c1 (stereo not given),-1,-2%,3,-4%,-11,3%,-1,-1.0%,3%,0%,5
CCC1(CC)Cc2ccccc2-c2nc(NCCO)[nH]c(=O)c21,-3,-4%,-3,-3%,4,-1%,?,0.0%,6%,-1%,-11
C=CCOc1ccc(/C=C/C(=O)OCC(=O)NCC2CCCCC2)cc1,/,/,22,/,14,0%,4,0.1%,/,/,-10
c1coc(CNc2c3c(nc4ccccc24)CCC3)c1,1,0%,-33,-2%,35,3%,5,-0.3%,-2%,28%,12
N#Cc1c(N2CCCC(O)C2)nc(N)c2c(N)nc3c(c12)CC(=O)N3C12CC3CC(CC(C3)C1)C2 (stereo not given),-22,/,-11,4%,5,0%,-1,-0.6%,?,8%,-1
C=CCNc1nc(C(=O)OCC(=O)c2ccc(C)c([N+](=O)[O-])c2)cs1,/,1%,36,-4%,-4,0%,5,-0.9%,/,29%,3
O=C(Nc1ccccc1-c1ccccc1)NC1CC2CCCC(C1)N2CCc1ccccc1 (stereo not given),0,2%,-25,18%,22,1%,0,-0.1%,0%,-7%,12
N#CC(Cc1ccccc1)(Cc1ccccc1)C(=O)NN,-1,0%,6,0%[11.5 µM],2,2%,-1,-1.0%,-10%,9%,-19
Cc1ccc(-c2csc(CC(N)=O)n2)cc1,3,1%,-2,/,0,0%,?,0.0%,-13%,-7%,0
O=C(C1CCCN(Cc2cccc(Cl)c2)C1)N1CCCCC1 (stereo not given),6,6%,3,/,-4,1%,-1,5.1%,/,-5%,-19
COc1ccc(OC)c(CNc2c(C=O)c(=O)[nH]c3ccccc23)c1,1,0%,5,0%,4,0%,3,-1.1%,16%,-9%,-16
CCOc1ccc(Cl)cc1S(=O)(=O)N1CCC(C(=O)NCc2ccccn2)CC1,1,8%,-5,-3%,-16,2%,0,-0.6%,0%,-11%,-8
NS(=O)(=O)OCCCc1ccccc1,4,/,9,0%,-3,3%,4,-0.1%,3%,6%,-28
Cn1ncc([N+](=O)[O-])c1C(=O)NC1CCCCCC1,0,-2%,0,-1%,3,1%,3,-1.5%,-1%,-4%,42[activator]
Cc1nc(N2CCNCC2)c2c3c(sc2n1)CCCC3,2,-3%,4,-1%,-22,0%,-4,-0.2%,-8%,-1%,-30
O=Cc1c(NCCc2cccc(F)c2)c2ccccc2[nH]c1=O,1,4%,17,-1%,3,1%,25,-0.4%,2%,5%,-6
Cc1cc(NC(=O)CSc2nnc(COc3ccccc3)n2Cc2ccco2)no1,1,1%,7,-3%,-6,0%,-4,-0.7%,7%,7%,-6
Cc1cc(NC(=S)N(CCCN2CCN(C)CC2)Cc2ccco2)ccc1Cl,-3,8%,-11,-4%,-2,5%,0,-0.4%,1%,4%,-17
Cc1nn(C)c(Cl)c1CN1CCC(CO)(CC2CCCCO2)CC1 (stereo not given),0,10%,-6,-3%,3,-1%,1,-0.1%,4%,2%,7
O=C(CSc1cc(Cl)ccc1Cl)NCC1CCCO1 (stereo not given),1,0%,13,0%,22,1%,2,-1.4%,-11%,0%,10
O=C(COC(=O)c1ccccc1)NCC1CCCO1 (stereo not given),2,-5%,10,-11%,7,1%,0,-0.9%,4%,11%,-10
COc1ccc(S(=O)(=O)CC(=O)c2cc3cccc(C)c3oc2=O)cc1,/,4%,0,/,26,0%,2,0.2%,/,12%,27
CCOC(=O)C1(Cc2ccccc2)CCN(Cc2ccc(COC)o2)CC1,1,3%,16,-3%,3,1%,8,0.4%,-20%,-11%,17
COC(=O)C1=C(COc2ccc(F)cc2)NC(=O)NC1c1ccc(C)cc1C (stereo not given),1,2%,1,-9%,-2,-3%,1,-0.2%,8%,3%,15
COc1ccc(OC)c(-n2c(C)cc(/C=C3\C(=N)N4N=C(CC(=O)N5CCOCC5)SC4=NC3=O)c2C)c1,/,-1%,-2,/,-4,-1%,-4,-0.3%,/,-4%,-23
CC(OC(=O)c1nsc(Cl)c1Cl)C(=O)NCc1cccs1 (stereo not given),1,0%,-17,-1%,-2,3%,2,0.4%,31%[activator],3%,1
